TAAR1 agonist = human TAAR1 agonism; Q96RJ0; CHO RD-HGA16 TAAR1, Fluo-8 calcium fluorescence; vehicle wells 0%, saturating PEA agonist 100%; activation, % at 3 µM; hit rate 0.99% among 360,000; AID 624467;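 active = activation above the mean activation of all test compounds in the run plus 3 SD, cut at about 38% in these data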
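System: CHO-derived RD-HGA16 cells with stable Gα16 and human TAAR1. Times: 17-24 h plating, Fluo-8 75 min 37 °C, 30 min RT. Measured by: calcium-sensitive Fluo-8 signal, excitation 470-495, emission 515-575 nm. Read-out basis: % activation relative to PEA EC100 response. Control set: DMSO and PEA EC100. Repeats: no replicates (n 1).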
CHRM1 antagonist = human CHRM1 antagonism. AID 588852. inhibition, % at 3 µM. CHO-K1 hM1, Fluo-8 calcium fluorescence, ACh EC80 antagonist. P11229. hit rate 1.3% among 360,000;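 active = percent inhibition above its own plate's cutoff, namely the mean of that plate's compound wells plus 3 SD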;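 also: peak over basal fluorescence ratio during 140 s after agonist addition; 0% = ACh EC80 plus DMSO and 100% = DMSO alone without agonist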
Target sequence (P11229 whole entry, looked up): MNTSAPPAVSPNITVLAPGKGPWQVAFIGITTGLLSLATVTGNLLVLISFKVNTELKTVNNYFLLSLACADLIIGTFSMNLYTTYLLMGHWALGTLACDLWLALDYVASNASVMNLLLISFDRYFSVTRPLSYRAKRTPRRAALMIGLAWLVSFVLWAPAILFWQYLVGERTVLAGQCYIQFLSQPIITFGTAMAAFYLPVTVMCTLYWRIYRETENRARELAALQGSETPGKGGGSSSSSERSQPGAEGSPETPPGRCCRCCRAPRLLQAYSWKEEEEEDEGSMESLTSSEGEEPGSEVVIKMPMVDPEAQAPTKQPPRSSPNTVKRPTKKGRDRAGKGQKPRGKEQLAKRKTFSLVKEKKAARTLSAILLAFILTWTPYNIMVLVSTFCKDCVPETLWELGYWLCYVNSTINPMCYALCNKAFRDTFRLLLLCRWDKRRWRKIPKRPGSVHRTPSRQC
M1 ag = agonists of human M1 muscarinic receptor. P11229. CHO-K1 hM1, Fluo-8 calcium fluorescence, agonist mode; 0% DMSO, 100% acetylcholine EC100. activation, % at 3 µM. hit rate 0.33% among 360,000;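 active = activation above the run's mean compound activation plus 3 SD, cut at about 16% in these data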;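 also: peak over basal fluorescence ratio within a 140 s kinetic read after compound addition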
CHO-K1 Ca antag = M1 antagonist counterscreen hit in parental CHO-K1 cells; hit rate 0.6% among 360,000; inhibition, % at 3 µM; ATP-induced calcium, Fluo-8 fluorescence; AID 602250;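 active = inhibition above a per-plate cutoff, the plate's mean sample inhibition plus 3 SD, cut at about 24% in these data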;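 also: 0% = DMSO plus EC80 ATP and 100% = DMSO alone without ATP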
CHO-K1 Ca PAM = nonselective activator or artifact in parental CHO-K1 calcium assay. hit rate 0.02% among 360,000. activation, % at 3 µM. ATP EC20, Fluo-8 calcium fluorescence; 0% at ATP EC20, 100% at ATP max;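 active = activation above the run cutoff, the mean activation of all test compounds plus 3 SD, cut at about 40% in these data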;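 also: peak over basal fluorescence ratio in a 140 s read after ATP addition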
M1 ag parental = nonselective activator or artifact in parental CHO-K1 cells; Fluo-8 calcium fluorescence; scaled to maximal ATP response, vehicle zero; activation, % at 3 µM; hit rate 0.48% among 360,000; AID 602248; in the data active = activation above about 15%;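 also: untransfected CHO-K1 host cells lacking M1 receptor as counterscreen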
CHO parental Ca = counter-screen: ATP calcium response change in parental CHO cells. parental CHO-K1, ATP-induced calcium, Fluo-8 fluorescence. inhibition, % at 5.6 µM. hit rate 0.63% among 330,000;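 active = inhibition above that plate's mean sample inhibition plus 3 SD, cut at about 26% in these data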;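 also: 0% = ATP-challenged DMSO wells and 100% = DMSO wells without ATP; some compounds past the cut are filed as inactive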
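Assay system: untransfected parental CHO cell line. Also added: ATP agonist challenge. Dosing: one dose, 5.6 µM nominal. Measured by: Fluo-8 fluorescence. Read-out: % inhibition. Benchmarks: ATP wells versus no-ATP DMSO wells. Repeats: no replicates.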
OXTR potentiator = human OXTR potentiation; hit rate 0.061% among 320,000; activation, % at 3 µM; CHO-OTR cells, Fluo-8 calcium fluorescence, potentiator mode; 0% = oxytocin EC15, 100% = EC100; P30559;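 active = activation above that plate's cutoff, the mean activation of tested compounds plus 3 SD, cut at about 6.6% in these data, passing the limit was not always enough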;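 also: 100% uses oxytocin at 75 nM as the full agonist control; some results filed as inactive read as strong as hits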
Target sequence (P30559 whole entry, looked up): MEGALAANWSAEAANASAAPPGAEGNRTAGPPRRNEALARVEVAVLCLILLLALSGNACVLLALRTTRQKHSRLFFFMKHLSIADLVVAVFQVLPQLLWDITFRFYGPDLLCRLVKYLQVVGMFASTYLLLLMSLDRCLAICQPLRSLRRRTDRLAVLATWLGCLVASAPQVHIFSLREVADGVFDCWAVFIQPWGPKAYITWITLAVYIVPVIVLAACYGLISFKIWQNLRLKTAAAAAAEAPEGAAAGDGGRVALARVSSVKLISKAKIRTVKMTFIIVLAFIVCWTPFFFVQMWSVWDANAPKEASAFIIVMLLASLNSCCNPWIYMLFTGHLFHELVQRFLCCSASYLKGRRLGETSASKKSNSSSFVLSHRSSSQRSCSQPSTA
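Assay system: CHO cell line stably expressing human OTR | Also added: Oxytocin at about EC15, sub-maximal agonist stimulus | Times: Compound 6 min at room temperature before oxytocin, 100 s read | Measured by: Fluo-8 intracellular calcium fluorescence, ex 470-495, em 515-575 nm | Controls: EC15 oxytocin alone as 0%, 75 nM oxytocin as 100%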
TAAR1 antag = human TAAR1 antagonism; Q96RJ0; CHO RD-HGA16 TAAR1, Fluo-8 calcium fluorescence, antagonist; inhibition, % at 3 µM; hit rate 1.5% among 360,000; AID 624466;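 active = inhibition above a per-plate cutoff, the mean inhibition of test compounds on that plate plus 3 SD, cut at about 49% in these data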;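 also: 0% = DMSO plus EC80 beta-PEA response and 100% = DMSO alone without agonist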
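Material: RD-HGA16 CHO cells with stable hTAAR1 and Gα16; Dosing: single nominal final test compound concentration of 3 µM; Schedule: seeding 17-24 h prior, 75-min 37 °C, 30-min RT dye loading; Detection: kinetic Fluo-8 calcium fluorescence measurement; Measure: % inhibition from peak post-agonist over basal fluorescence ratio; Benchmarks: vehicle and agonist controls.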
Numbers without * were called inactive; · = not tested or not shown.

SMILES	TAAR1 agonist	CHRM1 antagonist	M1 ag	CHO-K1 Ca antag	CHO-K1 Ca PAM	M1 ag parental	CHO parental Ca	OXTR potentiator	TAAR1 antag
O=S1(=O)Cc2cc3ccccc3cc2C1	13	0	-4	-2	1	-0.2	-10	-4	-1
Cc1c(CCC(=O)NCCCn2ccnc2)c(=O)oc2c(C)c3occ(C(C)(C)C)c3cc12	1	34	-5	9	-5	0.9	-29	-4	-27
Cc1ccc(S(=O)(=O)NCC(=O)OCC(=O)N(C)C2CCCCC2)cc1	18	-14	-2	-2	-12	0.3	-12	-3	-3
CCOc1ccc(CCN2C(=S)N([C@@H](CC(C)C)CN3CCC[C@@H]3CN3C(=S)NC[C@@H]3CC(C)C)C[C@@H]2CC(C)C)cc1	1	-2	-5	15	-4	-0.1	·	·	-35
CCCNC(=O)C1(C)CCN1C(=O)C/C=C/c1ccccc1 (stereo not drawn)	0	3	11	-4	-8	0.4	·	·	0
CN(C)/C=C/C(=O)c1ccc(Oc2ncccn2)cc1	12	-9	-4	-10	8	0.1	-9	1	-2
O=C(C1CCCO1)N1CCN(C(=S)Nc2ccccc2)CC1 (stereo not drawn)	1	-11	-5	-4	24	1.0	-2	-2	3
CCC(C)[C@H](NC(=O)[C@@H]1CSC2c3ccccc3C(=O)N21)C(=O)NCc1ccncc1 (stereo partly drawn)	4	-6	-1	-7	9	0.1	-23	-4	-16
N#CCO/N=C(\c1ccccc1)c1ccncc1	6	-13	-5	-9	22	0.9	0	0	5
NS(=O)(=O)c1ccc(NC(=O)COC(=O)CSCc2ccc(F)cc2)cc1	10	3	-3	-11	4	2.0	0	2	21
CC(=O)c1cccc(NS(=O)(=O)c2ccc(N/C=C\C(=O)c3ccc(C)cc3)cc2)c1	6	21	0	14	11	7.3	47*	-19	19
CCN1CCN(C2CCCCC2NS(=O)(=O)c2ccccc2)CC1 (stereo not drawn)	2	34*	-5	-4	-6	0.1	-6	1	-28
Clc1ccc(-c2nnc(NCCN3CCCC3)c3ccccc23)cc1	-3	-4	-11	-10	16	0.2	-12	1	-18
Fc1cccc(C[n+]2csc3ccccc32)c1	17	-3	-1	4	-13	0.0	21	7	20
Cc1cccc(NC(=O)CN2CCN(CC(=O)NCc3ccc(Cl)cc3Cl)CC2)c1C	1	-6	-3	-25	12	0.2	-24	4	-23
CC(=O)Nc1ccc(S(=O)(=O)N/N=C/c2ccc(C)o2)cc1	1	-20	2	-6	15	0.8	·	·	-4
O=C(NCc1ccco1)C1CC(c2cccc([N+](=O)[O-])c2)=NO1 (stereo not drawn)	9	2	-3	5	-14	0.4	5	-6	2
CC(=O)Nc1ccc(S(=O)(=O)NCCc2cc3ccc(C)c(C)c3[nH]c2=O)cc1	1	-5	-5	1	6	0.9	-5	-3	-32
N#CCCn1c(C2CCCCC2)nc2ccccc21	13	3	-4	5	-3	0.0	-6	-20	4
CCN(CC)S(=O)(=O)c1ccc(OC)c(NC(=O)c2ccc(-n3cncn3)c([N+](=O)[O-])c2)c1	2	-12	-4	-6	4	1.0	-7	-7	-5
CCC(=O)N1CCc2cc(S(=O)(=O)N3CCN(c4cc(Cl)ccc4C)CC3)ccc21	8	-4	-1	-2	-14	0.3	-18	-4	-15
Cc1ccc(C2(C)NC(=O)N(CC(=O)N3c4ccccc4NC(=O)CC3C)C2=O)cc1 (stereo not drawn)	5	-1	-3	-15	9	0.7	-9	-6	-14
O=C(NC(=S)Nc1ccccc1O)c1ccc(-c2ccc(Cl)cc2)o1	6	-5	1	-15	17	2.2	9	-11	6
Cc1c(Cl)c([N+](=O)[O-])nn1Cc1ccc(C(=O)N/N=C\c2ccccn2)o1	7	0	-7	-7	15	1.1	20	-2	-18
O=C(c1ccccc1)N1CCCOC1c1ccccc1 (stereo not drawn)	5	8	-3	-10	6	0.3	2	-8	6
COC(=O)CNC(c1ccccc1Cl)c1cc(Br)ccc1NS(=O)(=O)c1ccc(C)cc1 (stereo not drawn)	0	3	-3	-3	19	1.3	-6	-13	15
Cc1nc(Cc2nnc(SCC(=O)Nc3c(C)cccc3C)o2)cs1	0	-17	3	6	-2	0.1	-7	2	8
Cc1noc(C)c1S(=O)(=O)Nc1ccc(C(=O)N2CCN(c3cccc(Cl)c3)CC2)cc1	9	17	3	1	-10	17*	33*	-10	38
COCCCN1C(=O)C(CC(=O)NC2CCCCC2)CC(C(=O)N2CCOCC2)=C1C (stereo not drawn)	0	-6	-1	-16	12	0.9	·	·	9
O=C(CNc1cccc(S(=O)(=O)N2CCCC2)c1)Nc1cccc(C(F)(F)F)c1	10	21	1	-5	-6	14	5	-14	23

Compound profiles, from the list above. Order of screens: TAAR1 agonist | CHRM1 antagonist | M1 ag | CHO-K1 Ca antag | CHO-K1 Ca PAM | M1 ag parental | CHO parental Ca | OXTR potentiator | TAAR1 antag
Entry for `CCOc1ccc(CCN2C(=S)N([C@@H](CC(C)C)CN3CCC[C@@H]3CN3C(=S)NC[C@@H]3CC(C)C)C[C@@H]2CC(C)C)cc1` : 1 | -2 | -5 | 15 | -4 | -0.1 | · | · | -35
Entry for `Cc1nc(Cc2nnc(SCC(=O)Nc3c(C)cccc3C)o2)cs1` : 0 | -17 | 3 | 6 | -2 | 0.1 | -7 | 2 | 8
Entry for `CCN1CCN(C2CCCCC2NS(=O)(=O)c2ccccc2)CC1` (stereo not drawn) : 2 | 34* | -5 | -4 | -6 | 0.1 | -6 | 1 | -28
Entry for `O=S1(=O)Cc2cc3ccccc3cc2C1` : 13 | 0 | -4 | -2 | 1 | -0.2 | -10 | -4 | -1
Entry for `Cc1noc(C)c1S(=O)(=O)Nc1ccc(C(=O)N2CCN(c3cccc(Cl)c3)CC2)cc1` : 9 | 17 | 3 | 1 | -10 | 17* | 33* | -10 | 38

In a second layout: 2 of the compounds above.
Results follow in this order: TAAR1 agonist	CHRM1 antagonist	M1 ag	CHO-K1 Ca antag	CHO-K1 Ca PAM	M1 ag parental	CHO parental Ca	OXTR potentiator	TAAR1 antag
> Cc1c(Cl)c([N+](=O)[O-])nn1Cc1ccc(C(=O)N/N=C\c2ccccn2)o1
→ 7	0	-7	-7	15	1.1	20	-2	-18
> O=C(c1ccccc1)N1CCCOC1c1ccccc1 (stereo not drawn)
→ 5	8	-3	-10	6	0.3	2	-8	6

Following part.
SMILES	TAAR1 agonist	CHRM1 antagonist	M1 ag	CHO-K1 Ca antag	CHO-K1 Ca PAM	M1 ag parental	CHO parental Ca	OXTR potentiator	TAAR1 antag
Cc1ccc(S(=O)(=O)c2cnc3cc(C)nn3c2N)cc1	0	-4	-2	-2	-5	0.5	4	-11	-6
CC1(C)CC(=O)C(C2C3=C(CC(C)(C)CC3=O)Oc3ccccc32)C(=O)C1 (stereo not drawn)	5	-12	-3	-6	19	0.8	-13	6	-21
Cc1ccc(S(=O)(=O)N2CCCC(NC(=O)N3CCN(c4ccccc4)CC3)C2)cc1 (stereo not drawn)	-3	-3	-5	-10	13	1.5	-24	-20	2
O=C(COC(=O)CCc1nc2ccccc2c(=O)[nH]1)Nc1ccc(Cl)cn1	5	-13	-5	4	-13	0.6	-11	2	-48
O=C(CCC(=O)N1CCN(S(=O)(=O)c2ccccc2)CC1)NC1CCCc2ccccc21 (stereo not drawn)	1	-7	-4	-8	12	1.5	-18	-4	17
CCOc1cc(CN2CCN(C(=O)c3cccc4ccccc34)CC2)ccc1OC	-1	-5	-5	0	10	1.7	-21	-14	-18
O=C(CN(Cc1ccc(F)cc1)S(=O)(=O)c1ccc(S(=O)(=O)N2CCOCC2)cc1)Nc1ccccc1	6	-8	-5	-13	24	0.0	-11	7	20
COc1ccc(NC(=O)NNC(=O)c2ccc3ccccc3c2O)c(OC)c1	1	-5	-2	-2	-4	1.1	-1	-3	-2
COc1ccccc1N1CCN(C(=O)c2cc3cc(Cl)ccc3[nH]2)CC1	0	-7	-3	0	-9	-0.2	-18	-8	7
CC(NC(=O)COC(=O)/C=C/c1ccc2c(c1)OCO2)c1ccccc1 (stereo not drawn)	1	-1	-2	-12	12	-0.2	-10	-7	-3
CCOC(=O)c1c(C)c(C(=O)NCCCOC)c(C)n1C	4	-8	-1	-22	11	0.5	-24	-1	13
CC(=O)Nc1ccc(NC(=O)c2ccccc2N(C)S(C)(=O)=O)cc1	5	-10	-3	-4	8	0.8	0	-7	-10
COC(=O)N1C(=O)[C@](c2ccc(Cl)cc2)(C(C)C)N1C(=O)OC	2	14	-2	-11	9	3.8	-4	0	-4
C[C@@H]1CN([C@@H](C)CO)S(=O)(=O)c2ccc(Br)cc2O[C@H]1CN(C)C(=O)C1CCCCC1	13	-4	-1	-3	8	2.9	·	·	24
CS(=O)(=O)N1CCCCC1c1cc(C(=O)Nc2cccc(C#N)c2)no1 (stereo not drawn)	4	-16	-4	-7	16	1.7	·	·	-10
COc1cc(/C=C2\C(=O)NN(c3ccccc3)C2=O)ccc1OCC(N)=O	5	·	·	·	·	·	-9	-1	-20
O=C(Nc1ccc2c(c1)OCCO2)c1cccc2nc3ccccc3nc12	11	-3	-2	-9	12	0.5	-32	-7	0
CCOC(=O)c1cc(-c2ccc(OC(F)F)cc2)nc2nc(SC)[nH]c(=O)c12	10	5	-4	10	15	6.4	-16	-11	25
CCOc1ccccc1N(CC(=O)Nc1ccccc1F)S(=O)(=O)c1ccccc1	-1	-18	-3	0	-2	1.0	0	-1	4
CSc1cccc(NC(=O)C2C3C=CC4(O3)C2C(=O)N(CCCN2CCOCC2)C4C(=O)NC2CCCCC2)c1 (stereo not drawn)	-2	3	-3	-8	-11	1.4	2	-3	1
CN1CCCN(C(=O)c2cc(-c3ccc(Cl)c(Cl)c3Cl)nc3ccccc23)CC1	3	-14	-2	2	-14	0.5	-10	-15	1

Assay outcomes: PubChem, The Scripps Research Institute Molecular Screening Center
